Screening results from PubChem BioAssay.
PKM2 activator: PKM2 (human) enzyme activation | purified PKM2, Kinase-Glo ATP luminescence, activation; response scale: 0% is enzyme alone, no compound | AID 1631 | 0.34% of 260,000 active | P14618 | Potency, µM (doses to about 57.5 µM), for the others: top-dose activation, actives largely listed as activators; further: potency means the concentration at half of the fitted maximal effect; on the % scale 0 is the no-effect control and ±100 the full control effect; nearly all actives have a fitted effect of over 55% in size
Target sequence (P14618 whole entry, looked up): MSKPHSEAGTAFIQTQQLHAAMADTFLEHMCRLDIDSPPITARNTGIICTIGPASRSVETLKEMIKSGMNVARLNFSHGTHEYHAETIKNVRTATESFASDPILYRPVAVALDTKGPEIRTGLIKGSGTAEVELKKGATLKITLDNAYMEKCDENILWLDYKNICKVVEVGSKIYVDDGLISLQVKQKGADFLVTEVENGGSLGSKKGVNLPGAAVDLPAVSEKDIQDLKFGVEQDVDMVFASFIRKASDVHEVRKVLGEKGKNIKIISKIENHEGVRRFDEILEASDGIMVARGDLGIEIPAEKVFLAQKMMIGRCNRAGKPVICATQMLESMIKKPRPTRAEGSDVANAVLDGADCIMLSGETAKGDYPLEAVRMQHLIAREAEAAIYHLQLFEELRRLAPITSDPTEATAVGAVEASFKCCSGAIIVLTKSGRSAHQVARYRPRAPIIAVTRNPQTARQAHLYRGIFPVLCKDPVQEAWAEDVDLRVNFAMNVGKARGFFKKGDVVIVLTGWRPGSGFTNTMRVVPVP
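Purified hPK-M2 (>95% pure) converted ADP (0.1 mM final) to ATP with 0.5 mM PEP in 50 mM imidazole pH7.2, KCl, MgCl2, Tween 20, BSA; 1 h at room temperature. ATP detected by Kinase-Glo luminescence.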
Mito fusion yeast: mitochondrial division inhibition or fusion activation. S. cerevisiae fusion-defective mutant growth rescue, CellTiterGlo 48 h. Potency, µM (top dose mostly 46.1 µM), inactives show top-dose growth rescue (activation), actives largely listed as activators. 0.23% of 320,000 active. AID 485298;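 further: potency means the concentration at half of the fitted maximal effect; % of control where 0% means no effect; nearly all actives have a fitted effect of over 45% in size; temperature-sensitive fusion mutants such as fzo1-1 at 37 °C on non-fermentable ethanol glycerol medium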
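Temperature-sensitive fusion-defective S. cerevisiae (e.g. fzo1-1, mgm1-5) were grown with compound in YPEG medium (3% ethanol, 3% glycerol) for 48 hours at 37C. Growth rescue was measured as viability by CellTiterGlo luminescence after 10 minutes at ambient.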
ELG1 repair inh: inhibitors of ELG1-dependent DNA repair in HEK293T cells; HEK293T ELG1-luciferase reporter, luminescence, 16 h; DNA damage induced by 5-fluorouridine; Potency, µM (titrated, usually from 46.1 µM), for inactives: top-dose activity change, negative = inhibition, hits mostly inhibitors; 2.3% of 330,000 active; AID 504467; further: potency means the concentration at half of the fitted maximal effect; on the % scale 0 is the no-effect control and ±100 the full control effect; nearly all actives have a fitted effect of over 55% in size
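Cells (2,000 per well) received 5-fluorouridine plus test compound or DMSO and were incubated 16 hr at 37 °C, 5% CO2. Luciferase activity was read by luminescence 30 min after ONE-Glo addition; signal suppression marked inhibition of damage-induced ELG1 function.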
Rab9 prom act: Rab9 promoter activation; Huh7 Rab9 promoter-luciferase reporter, luminescence, 24 h; Potency, µM (top dose mostly 9.22 µM), for the others: at the highest dose activation, negative = inhibition, hits mostly activators; 2.8% of 320,000 active; AID 485297; further: potency means the concentration at half of the fitted maximal effect; % of control where 0% means no effect; nearly all actives have a fitted effect of over 60% in size
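Huh7 cells stably carrying a Rab9 promoter-luciferase reporter, 1500 cells per well in OP-MEM I with 10% FBS, treated with compound 24 hours at 37C. Luciferase activity read by luminescence after 10 minutes with Amplite reagent.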
RORgamma inh: inhibitors of mouse ROR gamma transcriptional activity. Drosophila S2 Gal4-RORgamma UAS-luciferase reporter, 20 h. P51450. Potency, µM (series often up to 53.6 µM), for the others: at the highest dose activity change, negative = inhibition, hits mostly inhibitors. AID 2551. 5.4% of 310,000 active; further: potency means the concentration at half of the fitted maximal effect; on the % scale 0 is the no-effect control and ±100 the full control effect; nearly all actives have a fitted effect of over 60% in size
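Luminescence from a UAS-regulated Photinus luciferase reporter in stably transfected Drosophila Schneider cells is measured; decreased signal marks ROR gamma inhibition. Fusion expression is induced by 700 uM copper sulfate for 20 hr.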
Menin-MLL TR inh: menin-MLL binding inhibition, Texas Red mutant peptide | Menin + Texas Red MLL mutant peptide, fluorescence polarization | Potency, µM (doses to about 61.6 µM), for the others: at the top dose FP activity change, negative = inhibition, most hits filed as inhibitors | 0.23% of 270,000 active | AID 1768; active means well fitted inhibition curve with a large enough effect in the polarisation, with a control signal flat, not every such curve was filed as active; inconclusive means small, poorly fitted or top-dose-only effect, or effect the other way, or a change in a side signal; inactive means no such curve, though single readings can be large or run the other way; the % refers to the polarisation; further: potency means the concentration at half of the fitted maximal effect; % of control where 0% means no effect; many of its hits are not listed in these tables
NPC1 promoter act: activates the NPC1 promoter | Huh7 NPC1 promoter luciferase reporter, 24 h | Potency, µM (titrated, usually from 9.22 µM), inactives show top-dose activation, usual class: activators | 2.4% of 320,000 active | AID 485313;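 further: potency means the concentration at half of the fitted maximal effect; % of control where 0% means no effect; nearly all actives have a fitted effect of over 60% in size; reporter is driven by a mutant NPC1 promoter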
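Luminescence read-out of NPC1 promoter-driven luciferase in stably transfected Huh7 cells; compounds delivered in DMSO and left 24 h at 37C, 5% CO2, qHTS titration format.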
Gal4-VP16 FLuc: counter-screen for ROR gamma inhibitors: Gal4-VP16 reporter; Drosophila S2 Gal4-VP16 UAS-luciferase, luminescence, 20 h; Potency, µM (top dose mostly 53.6 µM), inactives show at the top dose activity, negative = inhibition, hits mostly inhibitors; 3.5% of 310,000 active;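 further: Gal4-VP16 expression switched on by copper sulfate through the metallothionein promoter; potency means the concentration at half of the fitted maximal effect; on the % scale 0 is the no-effect control and ±100 the full control effect; nearly all actives have a fitted effect of over 50% in size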
MBNL1 CUG block: inhibitors of human MBNL1 binding to CUG repeat RNA | Q9NR56 | TR-FRET MBNL1-His/biotin-(CUG)12 binding, 665/545 ratio | Potency, µM (series often up to 57.5 µM), without a hit: at the highest dose activity change, negative = inhibition, hits mostly inhibitors | 0.036% of 280,000 active; active means well fitted inhibition curve with a large enough effect in the signal ratio, with a control signal flat, not every such curve was filed as active; inconclusive means small, poorly fitted or top-dose-only effect, or effect the other way, or a change in a side signal; inactive means no such curve, though single readings can be large or run the other way; the % refers to the signal ratio; further: potency means the concentration at half of the fitted maximal effect; on the % scale 0 is the no-effect control and ±100 the full control effect
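His-tagged MBNL1 binding to biotinylated (CUG)12 RNA was measured by TR-FRET using terbium anti-His antibody (0.055 ng/ul final) and streptavidin-XL665 (5 nM final). Compounds were titrated 92 nM to 58 uM; 60 min at room temperature.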
KCNH2 3.1 inh: blocks the human KCNH2 3.1 channel isoform | U2OS KCNH2 3.1, thallium flux FluxOr; hits give low values | activity change, % (tested at about 1.8 µM) | 0.95% of 340,000 active | AID 720553;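 active means maximum activity change below -70%; inconclusive means maximum activity change from -70% to -50%; inactive means maximum activity change above -50%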;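 further: thallium influx rate constant from kinetic fluorescence after stimulation buffer; on the % scale 0 is the no-effect control and ±100 the full control effect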
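U2OS cells transduced with KCNH2 3.1 mutant virus (1.77 x 10^8 /mL, 4 h), plated overnight at 37 C, loaded 45 min with FluxOr dye plus Red40 quencher. Thallium flux rate constant from kinetic reads after stimulation buffer, normalised to controls.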
FLuc modulator: firefly luciferase modulation, counter-screen for miR-21 project | purified FLuc, Km substrates, luminescence inhibition | Potency, µM (highest dose often 57.5 µM), without a hit: at the highest dose activity change, negative = inhibition, actives largely listed as inhibitors | 6.9% of 360,000 active | AID 588342;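 further: potency means the concentration at half of the fitted maximal effect; plate controls were vehicle for no effect and reference inhibitor for full effect; nearly all actives have a fitted effect of over 55% in size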
Target sequence (P08659 whole entry, looked up): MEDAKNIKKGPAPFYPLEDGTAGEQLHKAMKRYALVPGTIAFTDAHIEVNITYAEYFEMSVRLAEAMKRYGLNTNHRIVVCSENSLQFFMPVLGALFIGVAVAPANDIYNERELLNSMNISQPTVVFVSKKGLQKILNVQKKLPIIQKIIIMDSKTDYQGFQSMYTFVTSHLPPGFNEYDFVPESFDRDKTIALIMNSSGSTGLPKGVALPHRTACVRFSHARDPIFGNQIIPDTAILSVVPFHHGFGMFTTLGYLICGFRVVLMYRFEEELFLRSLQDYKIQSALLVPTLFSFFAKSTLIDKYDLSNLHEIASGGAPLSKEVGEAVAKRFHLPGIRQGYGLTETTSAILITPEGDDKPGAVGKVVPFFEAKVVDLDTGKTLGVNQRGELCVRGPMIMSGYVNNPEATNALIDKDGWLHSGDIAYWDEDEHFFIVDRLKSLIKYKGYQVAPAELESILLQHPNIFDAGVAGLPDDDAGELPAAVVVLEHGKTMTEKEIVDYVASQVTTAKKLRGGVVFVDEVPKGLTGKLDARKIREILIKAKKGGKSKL
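Purified P. pyralis luciferase (10nM final) with 10uM D-luciferin and 10uM ATP (Km levels) in 50mM Tris acetate pH 7.5, 10mM Mg acetate, 0.01% Tween-20, 0.05% BSA; qHTS 6-point titration, ~60 µM downward; luminescence read.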
* = called active by the depositor; ? = inconclusive; nt = no result given; [ ] = another dose, or the depositor's remark. Unless noted, the call rests on the fitted dose curve; in most records, active means well fitted curve in the direction sought with a large enough effect; inconclusive means small, poorly fitted or top-dose-only effect, or another doubt; inactive means no such curve, though single readings can be large; an effect the other way counts as inactive or inconclusive. An excerpt, so the mix of outcomes need not match the whole.

SMILES	PKM2 activator	Mito fusion yeast	ELG1 repair inh	Rab9 prom act	RORgamma inh	Menin-MLL TR inh	NPC1 promoter act	Gal4-VP16 FLuc	MBNL1 CUG block	KCNH2 3.1 inh	FLuc modulator
Cn1c(=O)cc(OCCCC(=O)N2CCN(Cc3ccc4c(c3)OCO4)CC2)c2ccccc21	-5%	-6%	?	0%	-6%	?	-5%	-1%	2%	-14	1%
Cc1ccc(S(=O)(=O)NCC(=O)OC(C)C(=O)Nc2ncc(Cl)cc2Cl)cc1 (stereo not given)	-2%	4%	-11%	-1%	1%	-7%	-1%	5%	-8%	1	1%
CC(=O)NC(=S)Nc1ccc([N+](=O)[O-])cc1C	3%	-5%	26%	17%	-30%	5%	-1%	0%	?	-18	-1%
Cc1cc(C)nc(NC(=O)c2ccc(Cl)c(Cl)c2)n1	-4%	11%	7%	2%	14%	-10%	14%	-4%	-10%	-6	0%
COc1ccc(NC(=O)Cn2c(=O)n(CC(=O)NCc3ccco3)c(=O)c3ccccc32)cc1OC	0%	-2%	8%	3%	7%	5%	-4%	1%	-4%	-2	0%
CC(C)CNC(=O)CCCSc1nc2ccccc2[nH]1	0%	0%	11%	-1%	13%	-6%	0%	6%	-3%	-11	-6%
COc1cccc(CNc2ccc3c(c2)nc(C)n3C)c1OC	-13%[11.5 µM]	-9%	9%	?	?	-5%	?	-1%	-2%	13	24µM*
CCCNC(=O)Cc1c(C)oc2ccccc12	4%	4%	6%	-1%	10%	nt	-8%	8%	1%	-8	-2%
Clc1ccc(-c2nn3c(-c4ccncc4)nnc3s2)c(Cl)c1	-6%	3%	?	0%	-21%	-4%	5%	-4%	-1%	nt	3%
O=C(COC(=O)c1c[nH]c(=O)[nH]c1=O)Nc1ccccc1	3%	0%	-9%	-2%	0%	17%	-6%	-2%	-4%	-17	4%
CC(C)CNc1nc(Oc2ccc(=O)n(C)n2)nc(N2CCOCC2)n1	-3%	4%	?	10%	-19%	8%	0%	9%	-1%	1	0%
CCCN1C(=O)/C(=C/c2ccc(C)s2)SC1=Nc1ccc(OC)cc1	2%	3%	-10%	0%	2%	25%	0%	2%	10%	-34	2%
Cc1c(C(=O)N(CCC#N)c2ccccc2)sc2nc3n(c(=O)c12)CCCC3	7%[0.46 µM]	9%	0%	-4%	-3%	-12%	-4%	0%	-9%	5	5%
CCOC(=O)c1c(C(C)(C)C)oc2ccc(O)cc12	15%	4%	?	-1%	-33%	81%[activator]	-4%	16µM*	-18%	11	0%
CC(C)c1nnc2n1N=C(c1ccc(Cl)cc1)CS2	2%	11%	-7%	-7%	20%	1%	-8%	-11%	7%	2	-2%
COc1ccc(Cl)cc1S(=O)(=O)NC(C)C(=O)NCc1cccnc1 (stereo not given)	nt	6%	3%	0%	2%	12%	-3%	-3%	3%	-4	2%
O=C(NCCc1csc(-c2ccc(C(F)(F)F)cc2)n1)c1cccs1	6%	29%	-26%	-4%	?	2%	-6%	?	4%	13	?
Nc1nc(/C=C/c2cccnc2)nc(-c2ccccc2O)n1	-8%	-4%	3%	5%	-27%	19%	-1%	-16%	4%	-7	?
Cc1ccc(-n2nnnc2SCC(=O)c2cc(C)n(-c3cc(C)on3)c2C)cc1	2%	-7%	?	-10%	22%	-7%	-12%	3%	-9%	-8	0%
Fc1ccccc1CN1CCCC(NC2CCC2)C1 (stereo not given)	1%	1%	6%	-1%	-2%	0%	-3%	-3%	0%	5	6%

Single records (already shown). Order of values: PKM2 activator | Mito fusion yeast | ELG1 repair inh | Rab9 prom act | RORgamma inh | Menin-MLL TR inh | NPC1 promoter act | Gal4-VP16 FLuc | MBNL1 CUG block | KCNH2 3.1 inh | FLuc modulator
Fc1ccccc1CN1CCCC(NC2CCC2)C1 (stereo not given) across the screens: 1% | 1% | 6% | -1% | -2% | 0% | -3% | -3% | 0% | 5 | 6%
COc1cccc(CNc2ccc3c(c2)nc(C)n3C)c1OC across the screens: -13%[11.5 µM] | -9% | 9% | ? | ? | -5% | ? | -1% | -2% | 13 | 24µM*

(listing goes on)
SMILES	PKM2 activator	Mito fusion yeast	ELG1 repair inh	Rab9 prom act	RORgamma inh	Menin-MLL TR inh	NPC1 promoter act	Gal4-VP16 FLuc	MBNL1 CUG block	KCNH2 3.1 inh	FLuc modulator
Cc1[nH][nH]c(=O)c1N=Nc1ccccc1	-3%	2%	2%	12%	0%	-3%	5%	-1%	?	4	-15%
Cc1ccc(-c2nnn(CC(=O)N(CC(=O)NC3CCCC3)c3ccc(F)c(Cl)c3)n2)o1	11%	-4%	?	-3%	?	-9%	-6%	?	?	-18	2%
COc1ccccc1-c1cc(N)n(S(=O)(=O)c2ccc(F)c(C)c2)n1	7%	-1%	-15%	-2%	?	13%	-1%	-15%	1%	-5	3%
CCOc1ccc(C(CC(=O)O)NC(=O)Cc2ccccc2)cc1OC (stereo not given)	nt	7%	-10%	0%	0%	17%	-4%	-5%	-1%	22	-1%
CC(=O)c1cn(-c2ccc(Cl)cc2)c(=O)n(Cc2ccc(Br)cc2)c1=O	-2%	4%	13%	-13%	-31%	-3%	-5%	-9%	nt	-8	-1%
Cc1ccc(NC(=O)c2ccccc2SCC(=O)N2CCCC2)cc1S(=O)(=O)N(C)C	-6%	-2%	7%	2%	6%	nt	1%	1%	0%	-1	?
COc1ccc(S(=O)(=O)N2CCSCC2)cc1	7%[11.5 µM]	3%	-9%	2%	?	-2%	-4%	11%	-6%	-1	3%
Cc1cc(C)n(C(N)=NC(=O)c2ccc([N+](=O)[O-])cc2)n1	0%	-6%	?	2.5µM*	-18%	21%	2.8µM*	20%	13%	8	?
COc1cc(C(=S)N2CCCC2)ccc1O	-4%	0%	1%	3%	-10%	22%	1%	-9%	-3%	-23	-1%
COC(=O)CN1C(=O)CSc2ncccc21	0%	-2%	5%	2%	5%	-4%	2%	3%	-3%	-14	0%
O=C(Nc1ccc(F)cc1F)NC1CCCc2ccccc21 (stereo not given)	-1%	0%	-13%	-1%	-5%	nt	-7%	-11%	-4%	4	1%
CCOC(=O)N1CCN(S(=O)(=O)c2ccc(OCC)c(C)c2)CC1	-5%	4%	?	-9%	6%	-30%	0%	?	-3%	5	5%
CCOC(=O)C1(CCCc2ccccc2)CCN(C2CCN(C(C)=O)CC2)CC1	-10%	-11%	1%	1%	-10%	-11%	-2%	0%	4%	-33	1%
COc1ccc(N(CC(=O)NC2CCCCC2C)S(=O)(=O)c2c(C)nn(C)c2C)cc1 (stereo not given)	1%	1%	6%	-3%	-28%	-1%	-3%	4%	-4%	8	7%
CN1N=C(C(C)(C)C)CSC1=Nc1ccc(F)cc1	-1%	-3%	1%	-2%	?	nt	-3%	7%	11%	12	?
CCCS(=O)(=O)c1nc(S(=O)(=O)c2ccc(Cl)cc2)c(N2CCC(O)CC2)s1	nt	0%	-2%	-1%	-9%	?	-3%	4%	2%	8	2%

Three compounds out of the list, arranged by formula weight, descending:
SMILES	PKM2 activator	Mito fusion yeast	ELG1 repair inh	Rab9 prom act	RORgamma inh	Menin-MLL TR inh	NPC1 promoter act	Gal4-VP16 FLuc	MBNL1 CUG block	KCNH2 3.1 inh	FLuc modulator
CCOC(=O)C1(CCCc2ccccc2)CCN(C2CCN(C(C)=O)CC2)CC1	-10%	-11%	1%	1%	-10%	-11%	-2%	0%	4%	-33	1%
COC(=O)CN1C(=O)CSc2ncccc21	0%	-2%	5%	2%	5%	-4%	2%	3%	-3%	-14	0%
COc1cc(C(=S)N2CCCC2)ccc1O	-4%	0%	1%	3%	-10%	22%	1%	-9%	-3%	-23	-1%
